Screens: PubChem, several laboratories
PolyA inhibitor: polyadenylation inhibitors in yeast reporter cells, primary screen, luminescence, S. cerevisiae | S. cerevisiae SKY197-pL101 polyadenylation reporter, beta-gal luminescence; efflux-impaired pdr1/pdr3 knockout yeast; score 100 = 6 SD above DMSO | calls only at 12 µM | 300,000 compounds, 0.02% hits;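 active = lowest replicate activity score at least 50, where 100 means six control SD above control mean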;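 note: yeast exposed to compound for 9 h at 30 °C; higher score means more reporter readthrough which indicates perturbed polyadenylation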
TRPC4 act: activators of mouse TRPC4 channel, primary screen, Fluo4 calcium, HEK293 TRPC4beta/mu-opioid cells; Short transient receptor potential channel 4 (Mus musculus), Q9QUQ5; Fluo4 calcium fluorescence; active compounds read high; B-score at 10 µM; 310,000 compounds, 0.49% hits; AID 2237, 2010;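 active = B-score above 5 SD of library B-scores, and initial fluorescence ratio not above library mean plus 5 SD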;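 note: positive B-score marks a calcium rise read as TRPC4 activation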
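Assay system – TRPC4beta and mu-opioid receptor HEK293 stable cells · Measured by – Fluo4 fluorescence, kinetic · Schedule – dye loading 45 min room temperature, 110 s kinetic read · Read-out – B-scored integrated calcium fluorescence ratio · Controls – buffer and maximal DAMGO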
KCNK3 block: human KCNK3 channel inhibitors, primary screen, CHO cells, FluxOR thallium flux, B-score; FluxOR fluorescence; active compounds read low; B-score at 10 µM; 340,000 compounds, 0.84% hits; AID 602410, 2012;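 active = B-score under library mean minus 4 SD, starting fluorescence ratio at most library mean plus 5 SD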;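 note: more negative B-score means stronger inhibition of thallium flux through KCNK3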
Target sequence (O14649 whole entry, looked up): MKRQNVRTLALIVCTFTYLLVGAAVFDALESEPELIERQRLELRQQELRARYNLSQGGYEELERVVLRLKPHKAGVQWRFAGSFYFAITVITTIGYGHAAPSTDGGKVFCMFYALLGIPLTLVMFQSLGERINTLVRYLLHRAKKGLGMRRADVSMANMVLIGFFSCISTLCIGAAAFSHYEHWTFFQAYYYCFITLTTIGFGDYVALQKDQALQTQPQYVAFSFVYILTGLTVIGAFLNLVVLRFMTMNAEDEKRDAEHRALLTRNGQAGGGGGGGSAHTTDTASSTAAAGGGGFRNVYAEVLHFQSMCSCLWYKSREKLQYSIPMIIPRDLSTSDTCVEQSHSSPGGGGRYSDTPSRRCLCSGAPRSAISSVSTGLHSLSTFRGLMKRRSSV
hERG rescue: hERG rescue from dofetilide block, primary screen, cell-based, CHO-hERG, FluxOR thallium flux, dofetilide IC70; Voltage-gated inwardly rectifying potassium channel KCNH2 (Homo sapiens), Q12809; dofetilide IC70 present; activation (rescue from dofetilide block), less the hit threshold, % at 10 µM; 310,000 compounds, 0.51% hits; AID 1511, 2009;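 active = activation above the mean of controls blocked by dofetilide plus 5 SD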;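 note: thallium influx through hERG after potassium depolarization seen as dye fluorescence rise; in these data hits start at about 4.7%; inactives centre near -7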
KCNQ1 block: inhibitors of human KCNQ1 channel, primary screen, cell-based, thallium flux, high-throughput; CHO-K1 KCNQ1, FluxOR thallium flux fluorescence; active compounds read high; AID 2642, 2010; 310,000 compounds, 1.3% hits; Potassium voltage-gated channel subfamily KQT member 1 (Homo sapiens), P51787; B-score at 10 µM;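 active = compounds whose thallium flux B-score, printed positive for inhibition, exceeds three library SD while starting fluorescence stays within three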;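 note: channel opened by potassium depolarization with thallium stimulus after 20 min compound exposure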
Target sequence (P51787 whole entry, looked up): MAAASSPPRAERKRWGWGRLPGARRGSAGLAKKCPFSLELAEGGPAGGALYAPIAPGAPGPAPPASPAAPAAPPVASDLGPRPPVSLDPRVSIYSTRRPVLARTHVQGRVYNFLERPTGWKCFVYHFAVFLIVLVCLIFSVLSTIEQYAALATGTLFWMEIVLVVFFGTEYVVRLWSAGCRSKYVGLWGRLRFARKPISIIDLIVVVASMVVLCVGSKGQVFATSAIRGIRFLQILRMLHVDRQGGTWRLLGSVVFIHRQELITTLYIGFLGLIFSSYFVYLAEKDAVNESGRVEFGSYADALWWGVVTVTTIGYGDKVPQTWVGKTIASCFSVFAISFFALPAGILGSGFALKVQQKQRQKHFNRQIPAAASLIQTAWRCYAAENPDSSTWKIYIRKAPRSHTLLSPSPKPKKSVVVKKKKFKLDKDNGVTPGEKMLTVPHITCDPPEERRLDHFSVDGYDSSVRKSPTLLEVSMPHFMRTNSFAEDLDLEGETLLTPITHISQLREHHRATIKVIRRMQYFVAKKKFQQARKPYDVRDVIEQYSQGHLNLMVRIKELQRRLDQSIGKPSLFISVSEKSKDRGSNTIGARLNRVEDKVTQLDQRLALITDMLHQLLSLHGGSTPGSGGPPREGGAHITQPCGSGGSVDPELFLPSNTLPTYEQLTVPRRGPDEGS
DYRK1A inh: rat Dyrk1A kinase inhibitors, primary screen, biochemical, single point, plate reader; Dual specificity tyrosine-phosphorylation-regulated kinase 1A (Rattus norvegicus), Q63470; AID 504441, 2011; inhibition, % at 12.5 µM; 310,000 compounds, 0.43% hits; ADP-Glo luminescence, NFATc1 peptide; in the data active = inhibition above about 50%;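 note: plate controls were vehicle with enzyme for no effect and no enzyme for full effect; many of its hits are not listed in these tables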
TRPC4 inh: inhibitors of mouse TRPC4 channel, primary screen, Fluo4 calcium, HEK293 TRPC4beta/mu-opioid cells; 300,000 compounds, 0.39% hits; AID 2247, 2010; Short transient receptor potential channel 4 (Mus musculus), Q9QUQ5; B-score at 10 µM; DAMGO-evoked Fluo4 calcium flux; active compounds read low;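 active = B-score over 3 SD under the library average, no early fluorescence shift, positive overall ratio signal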
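Material: HEK293 cells with stable TRPC4beta plus mu-opioid receptor expression; probe or stimulus: DAMGO in two steps, submaximal then maximal; technique: Fluo4 calcium fluorescence by kinetic imaging, 5 s 1 Hz baseline; measure: integrated fluorescence ratio relative to baseline, converted to per-well B score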
TRPC4 PAM: positive allosteric modulators of TRPC4, primary screen, cell-based, mouse TRPC4beta, HEK293 mu-opioid, Fluo-4 calcium; Short transient receptor potential channel 4 (Mus musculus), Q9QUQ5; DAMGO EC20, Fluo-4 Ca2+ flux; active compounds read high; B-score at 10 µM; 310,000 compounds, 0.42% hits; AID 2227, 2009;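 active = B-score of calcium response area above 5 SD of library B-scores, with initial fluorescence ratio within 5 SD of library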;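 note: B-score of integrated fluorescence ratio over time as area under calcium response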
Platelet DG rel: inhibitors of platelet dense granule secretion, primary screen, cell-based, MLPCN, human platelets | human platelet-rich plasma, SFLLRN dense granule ATP release, luminescence | inhibition, %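 (compounds screened at 7.5 µM in platelet-rich plasma)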 | 300,000 compounds, 0.22% hits | AID 1663, 2009;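 active = mean replicate score, as percent of positive control, at or above 50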
KCNQ1 act: potentiators or activators of KCNQ1 channel, primary screen, cell-based, thallium flux, high-throughput. 310,000 compounds, 0.35% hits. AID 2648, 2010. CHO-K1 KCNQ1, thallium flux FluxOR fluorescence; active compounds read high. B-score at 10 µM. Potassium voltage-gated channel subfamily KQT member 1 (Homo sapiens), P51787;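 active = fluorescence ratio B-score, a plate-corrected score, at least three library SD, with initial intensity B-score within 5 SD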
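Assay system: CHO-K1 cells stably expressing KCNQ1. Medium: assay buffer for compound exposure, DMSO matched across wells. Timing: 37 °C overnight plating, 90-min dark dye load, 20-min compound pretreatment. Signal: kinetic FluxOR fluorescence, 10 s baseline plus 110 s post-stimulus.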
KCNK9 block: KCNK9 potassium channel inhibitors, primary screen, HEK293 cells, thallium flux. Potassium channel subfamily K member 9 (Homo sapiens), Q9NPC2. FluxOR thallium flux fluorescence; active compounds read low. B-score at 10 µM. 310,000 compounds, 1.2% hits. AID 488922, 2010;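 active = ratio B-score over 3 SD below the library mean, with starting fluorescence within 5 SD of its mean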;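 note: negative B-score means less thallium flux so channel inhibition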
An asterisk follows results filed as active; i = inactive; . = no result given.

structure	PolyA inhibitor	TRPC4 act	KCNK3 block	hERG rescue	KCNQ1 block	DYRK1A inh	TRPC4 inh	TRPC4 PAM	Platelet DG rel	KCNQ1 act	KCNK9 block
CN(C)c1ccc(Nc2nc(N)c([N+](=O)[O-])c(N3CCOCC3)n2)cc1	i	i	i	-15	i	34	i	i	0	i	i
C[C@@H](CSc1ccccc1)CN1CC[C@H](NC(=O)OCc2ccccc2)CCC1=O	i	i	i	-7	i	1	i	i	-2	i	i
COc1ccc(S(=O)(=O)N2CCOC2CNC(=O)C(=O)NCCc2ccccc2OC)cc1C (centres undefined)	i	i	i	-11	i	0	i	i	1	i	i
O=C(CCNS(=O)(=O)c1ccccc1F)NCc1ccc2c(c1)OCO2	i	i	i	-5	i	14	i	i	-22	i	i
COc1ccc(-c2noc(CN3CCCCC3c3nccn3C)n2)cc1 (centres undefined)	i	i	i	-11	i	-7	i	i	6	i	i
Cc1cc(Cl)ccc1OCC(=O)Nc1ccc(CN2CCOCC2)cc1	i	i	i	-10	i	-1	i	i	-4	i	i
CCOc1ccc(Nc2oc(-c3cccs3)nc2C#N)cc1	i	i	i	-4	i	0	i	i	5	i	i
O=C(N/N=C/c1ccccc1O)C(=O)N1CCCCCC1	i	i	i	-7	i	-1	i	i	-10	i	i
CCN(c1ccc(NC(=O)CCc2nc3sc4c(c3c(=O)[nH]2)CCCC4)cc1)C(C)C	i	i	i	-15	i	-4	i	i	2	i	i
O=C(c1ccc(NC2=NC3CS(=O)(=O)CC3S2)cc1)N1CCc2ccccc2C1 (centres undefined)	i	i	i	-6	i	-1	i	i	5	i	i
CCOC(=O)C(C#N)=C1CCN(Cc2ccccc2)CC1	i	i	i	-5	i	.	i	i	-2	i	i
COc1ccc(-c2nc(NC(=O)CSc3nnc4ccccn34)ns2)cc1	i	i	.	-8	i	.	i	i	-2	i	i
CCC(=O)c1ccc(OCC(O)CN2CCN(S(=O)(=O)N3CCCCC3)CC2)cc1 (centres undefined)	i	i	i	-11	i	4	i	i	8	i	i
CCc1ccccc1Oc1ccc(S(=O)(=O)N2CCN(C)CC2)cn1	i	i	i	-14	i	-5	i	i	4	i	i
CC(=O)Nc1ccccc1OCC(=O)NC(C)c1ccccc1 (centres undefined)	i	i	i	1	i	0	i	i	-1	i	i
O=C(CNC1CCCCC1)Nc1cccc(C(F)(F)F)c1	i	i	i	-9	i	2	i	i	-2	i	i
Cc1ccccc1NS(=O)(=O)c1nnc(NC(=O)c2ccccc2C)s1	i	i	i	-14	i	1	i	i	0	i	i
NC(=S)N/N=C/c1ccc([N+](=O)[O-])cc1	i	i	i	-13	i	8	i	i	4	i	i
Cc1cc(C(=O)CSc2nc(N)cc(N)n2)c(C)n1-c1cccc(F)c1	i	i	i	-10	i	.	i	i	2	i	i
O=C(Cc1ccccc1)NNC(=O)Cc1ccccc1	i	i	i	0	i	2	i	i	-2	i	i
Cc1cc(C)cc(N(C(=O)CNS(=O)(=O)c2ccccc2)C(C(=O)NCc2ccccc2)c2ccc(C)o2)c1 (centres undefined)	i	i	i	-6	i	-17	i	i	-1	i	i
CCOC(=O)Cc1csc(N(C)C)n1	i	i	i	-3	i	.	.	i	-1	i	i
Cn1ncc2c(c(SCc3ccc(Cl)cc3Cl)nn2C)c1=O	i	i	i	-4	i	4	i	i	7	i	i
O=C(CNC(c1ccccc1)c1ccccc1)Nc1ccc(F)cc1	i	i	i	-9	i	0	i	i	4	i	i
S=C(Nc1ccccc1)Nc1ccccc1-n1cccc1	i	i	i	-9	i	.	i	i	5	i	i
Cc1c(Cl)cccc1NC(=O)CCC(=O)N/N=C/c1ccc[nH]1	i	i	i	-4	i	1	i	i	-24	i	i
CC(C)(C)C(=O)Oc1cccc(Nc2ncnc3ccccc23)c1	i	i	i	-24	i	-4	i	i	10	i	i
O=C(Cc1ccc(Cl)c(Cl)c1)NNC(=S)NCC1CCCO1 (centres undefined)	i	i	i	-8	i	4	i	i	-1	i	i
CCNC(=O)COc1ccc(OCc2ccccc2)cc1	i	i	i	-12	i	-1	i	i	12	i	i
CC(=O)Nc1ccc(S(=O)(=O)N(C)CC(=O)N/N=C/c2ccc(C(=O)O)cc2)cc1	i	i	i	-3	i	3	i	i	6	i	i
COc1ccccc1NC(=O)C1CCN(S(=O)(=O)c2ccc3c(c2)NC(=O)CO3)CC1	i	i	i	-4	i	-1	i	i	10	i	i
COc1cccc(CC(=O)Nc2ccccc2N2CCCC2)c1	i	i	i	-6	i	-15	i	i	8	i	i
CC(C)c1ccc(C(C)NC(=S)NC2CCCCC2)cc1 (centres undefined)	i	i	i	-8	i	-1	i	i	6	i	i
CCCCOc1ccc2ccccc2c1C=O	i	i	-15*	-4	i	-1	i	i	5	i	i
O=C(CN1C(=O)c2ccccc2C1=O)NCC(=O)OCC(=O)c1ccc(Br)cc1	i	i	i	-4	i	6	i	i	4	i	i
N#C/C(=C\c1ccccc1[N+](=O)[O-])c1nc(C2CC2)cs1	i	i	i	-6	i	-1	i	i	-6	i	i
CCOC(=O)CNC(=O)CSc1ccc(-c2nc3ccccc3[nH]2)cn1	i	i	i	-6	i	3	i	i	0	i	i
CCc1cc2c(N[C@@H](C)C(=O)O)ncnc2s1	i	i	i	-6	i	19	i	i	-2	i	i
O=C(NNS(=O)(=O)c1ccc2ccccc2c1)c1cccnc1	i	i	i	-5	i	-2	i	i	14	i	i
Cc1nc2c(C)cccn2c1/C(O)=C1\C(=O)C(=O)N(CCN(C)C)C1c1ccccc1 (centres undefined)	i	i	i	-9	i	-3	i	i	-7	i	i
CCCn1nc2cc(C(=O)NCc3ccc(C)cc3)ccc2c1OC	i	i	i	-7	i	5	i	i	2	i	i
C#CCOC(=O)c1csc2nnsc12	i	i	i	-3	i	-16	i	i	0	i	i
CC1=C(C(N)=O)C(c2ccccc2F)NC(=O)N1 (centres undefined)	i	i	i	-15	i	-1	i	i	6	i	i
O=S(=O)(Nc1nc2ccccc2nc1Cl)c1ccc(Cl)cc1	i	i	i	-9	i	-6	i	i	-7	i	i
COc1ccccc1C1/C(=C(/O)c2ccc(OC(C)C)cc2)C(=O)C(=O)N1c1cc(C)on1 (centres undefined)	i	i	i	-7	i	-5	i	i	.	i	i
Cc1ccc(OCCSc2nc(NC(C)C)nc(NC(C)C)n2)cc1	i	i	i	-16	6*	8	i	i	-2	i	i
O=C(COC(=O)C12CC3CC(CC(O)(C3)C1)C2)Nc1ccccc1OC(F)F	i	i	i	1	i	6	i	i	1	i	i
O=C1CCCc2nc(N3CCc4ccccc43)ncc21	.	i	i	-8	i	10	i	i	-13	i	i
Cc1c(C(=O)N2CCNCC2)oc2ccccc12	i	i	i	-3	i	2	i	i	11	i	i
CCOC(=O)c1nc(-c2ccc3c(c2)OCO3)[nH]c1C	i	i	i	-9	i	2	i	i	7	i	i

Full records from above. Values in the order: PolyA inhibitor, TRPC4 act, KCNK3 block, hERG rescue, KCNQ1 block, DYRK1A inh, TRPC4 inh, TRPC4 PAM, Platelet DG rel, KCNQ1 act, KCNK9 block
Cc1nc2c(C)cccn2c1/C(O)=C1\C(=O)C(=O)N(CCN(C)C)C1c1ccccc1 (centres undefined) across the screens: i, i, i, -9, i, -3, i, i, -7, i, i
CC(=O)Nc1ccc(S(=O)(=O)N(C)CC(=O)N/N=C/c2ccc(C(=O)O)cc2)cc1 across the screens: i, i, i, -3, i, 3, i, i, 6, i, i

Later entries.
structure	PolyA inhibitor	TRPC4 act	KCNK3 block	hERG rescue	KCNQ1 block	DYRK1A inh	TRPC4 inh	TRPC4 PAM	Platelet DG rel	KCNQ1 act	KCNK9 block
Cc1ccc(CNC(=O)C(Cc2ccccc2)NS(=O)(=O)c2cccs2)cc1 (centres undefined)	i	i	i	-4	i	-1	i	i	-3	i	i
CCCC(=O)N1CCN(Cc2ccc3c(c2)OCO3)CC1	i	i	i	-4	i	-3	i	i	-2	i	i
CCOc1ccc(NC(=O)CSc2nnc(CNC(=O)c3cccs3)o2)cc1	i	i	i	-8	i	0	i	i	-2	i	i
O=C(NC1CCCCC1)C(c1ccco1)N(C(=O)C(F)(F)F)C1CC1 (centres undefined)	i	i	i	-9	6*	-2	i	i	0	i	i
CSCC[C@H](NC(=O)N1CCn2c1nc1ccccc12)C(=O)NCc1ccc(C)cc1	i	i	i	-7	i	-4	i	43*	-11	i	i
CCCCN(C1CCS(=O)(=O)C1)S(=O)(=O)c1ccc(C(C)C)cc1 (centres undefined)	i	i	i	-6	i	1	i	i	-6	i	i
S=c1nc(NCc2cccc(Cl)c2)c2ccccc2[nH]1	i	i	i	-7	i	-3	i	i	2	i	i
Cc1cccc(CCNC(=O)C2CCN(S(=O)(=O)c3ccccc3)CC2)c1	i	i	i	-12	i	.	i	i	0	i	i
COc1ccc(N(CC(=O)Nc2ccc(OC)c(Cl)c2)S(=O)(=O)c2c(C)noc2C)cc1	i	i	i	-8	i	.	i	i	6	i	i
Cc1ccc2nc(SCC(=O)N(CC(C)C)c3c(N)n(CC(C)C)c(=O)[nH]c3=O)[nH]c2c1	i	i	i	-8	i	1	i	i	0	i	i
Cc1ncc(CO)c(/C=N/NC(=S)Nc2ccc(Cl)c(Cl)c2)c1O	i	i	i	-28	11*	2	i	i	2	i	i
COc1cc(OC)cc(/C(N)=N/O)c1	i	i	i	-16	i	3	i	i	-2	i	i

An excerpt; count on the stated rates, not on these rows.
